p53 reactivator – qHTS assay for re-activators of p53 using a Luc reporter | H1299 p53-A138V BP100-luciferase reporter, luminescence, 24 h | Potency, µM (series often up to 92.2 µM), without a hit: at the top dose activity change, positive = activation, most hits filed as activators | hit rate 0.063% among 320,000; further: potency means the concentration at half of the fitted maximal effect; % of control where 0% means no effect; nearly all actives have a fitted effect of over 45% in size
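H1299 (p53-null), stable ts p53-A138V + BP100-Luc; 1000 cells/well, Opti-MEM/10% FBS; cpd 4 pt, 1:5; 24 h, 37 deg C, 5% CO2; detection reagent 10 min RT; luminescence.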
NPC1 prom act – qHTS Assay for NPC1 Promoter Activators | Huh7 NPC1 promoter luciferase reporter, 24 h | Potency, µM (titrated, usually from 9.22 µM), for inactives: at the top dose activation, usual class: activators | hit rate 2.4% among 320,000 | AID 485313, 2010;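 further: potency means the concentration at half of the fitted maximal effect; % of control where 0% means no effect; nearly all actives have a fitted effect of over 60% in size; reporter is driven by a mutant NPC1 promoter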
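Luciferase expression driven by the NPC1 promoter was measured in stably transfected Huh7 cells after a 24 h compound incubation, using a luciferase reagent and a luminescence read.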
Giardia killer – Small Molecules that selectively kill Giardia lamblia: qHTS | activity change, % at 7.66 µM, hits read low | Giardia lamblia trophozoite viability | hit rate 0.15% among 340,000; in the data active means activity change below about -80%; inconclusive means between about -30% and that limit;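 further: parasites exposed to compound for two days anaerobically before the ATP read; on the % scale 0 is the no-effect control and ±100 the full control effect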
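ATP-content bioluminescence gauges trophozoite survival. Cells (100/well) receive compound and incubate anaerobically for 48 hrs at 37 deg C; detection reagent follows for 15-30 min at room temperature.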
ELG1 genotoxic – qHTS screen for small molecules that induce genotoxicity in human embryonic kidney (HEK293T) cells expressing luciferase-tagged ELG1; HEK293T ELG1-luciferase reporter, luminescence, 16 h; Potency, µM (top dose mostly 46 µM), for the others: at the highest dose activity change, positive = activation, most hits filed as activators; hit rate 1.3% among 330,000; further: potency means the concentration at half of the fitted maximal effect; % of control where 0% means no effect; nearly all actives have a fitted effect of over 60% in size
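16 hr compound incubation (37 °C, 5% CO2) of HEK293T cells carrying luciferase-tagged ELG1; luciferase then measured by ONE-Glo luminescence after 30 min at RT.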
PKM2 act – qHTS Assay for Activators of Human Muscle isoform 2 Pyruvate Kinase; Pyruvate kinase PKM (Homo sapiens), P14618; purified PKM2, Kinase-Glo ATP luminescence, activation; response scale: 0% is enzyme alone, no compound; Potency, µM (series often up to 57.5 µM), inactives show at the highest dose activation, most hits filed as activators; hit rate 0.34% among 260,000; AID 1631, 2009; further: potency means the concentration at half of the fitted maximal effect; on the % scale 0 is the no-effect control and ±100 the full control effect; nearly all actives have a fitted effect of over 55% in size
Target sequence (P14618 whole entry, looked up, canonical isoform): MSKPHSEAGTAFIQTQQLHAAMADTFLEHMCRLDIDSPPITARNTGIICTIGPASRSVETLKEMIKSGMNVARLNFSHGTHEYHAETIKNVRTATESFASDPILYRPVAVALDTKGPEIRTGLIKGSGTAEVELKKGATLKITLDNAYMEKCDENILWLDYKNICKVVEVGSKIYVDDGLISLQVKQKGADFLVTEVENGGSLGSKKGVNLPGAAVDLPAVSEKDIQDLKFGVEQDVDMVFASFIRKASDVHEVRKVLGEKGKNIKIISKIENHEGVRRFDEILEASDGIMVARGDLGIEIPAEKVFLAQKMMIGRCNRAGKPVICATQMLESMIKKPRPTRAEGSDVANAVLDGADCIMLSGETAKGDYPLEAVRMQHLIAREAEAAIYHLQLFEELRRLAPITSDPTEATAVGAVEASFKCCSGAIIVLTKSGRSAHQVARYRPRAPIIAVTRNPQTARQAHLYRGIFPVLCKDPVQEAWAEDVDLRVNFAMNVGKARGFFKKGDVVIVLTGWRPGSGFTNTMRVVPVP
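Kinase-Glo luminescence reports ATP generated from ADP (0.1 mM) and PEP (0.5 mM) by purified hPK-M2 after 1 h at room temperature, pH 7.2 imidazole buffer; intermediate enzyme activity allows detecting inhibitors and activators.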
Gal4-VP16 FLuc – VP16 counterscreen qHTS for inhibitors of ROR gamma transcriptional activity; Drosophila S2 Gal4-VP16 UAS-luciferase, luminescence, 20 h; Potency, µM (series often up to 53.6 µM), for inactives: at the highest dose activity, negative = inhibition, most hits filed as inhibitors; hit rate 3.5% among 310,000;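 further: Gal4-VP16 expression switched on by copper sulfate through the metallothionein promoter; potency means the concentration at half of the fitted maximal effect; on the % scale 0 is the no-effect control and ±100 the full control effect; nearly all actives have a fitted effect of over 50% in size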
Menin-MLL TR inh – qHTS Assay for Inhibitors Targeting the Menin-MLL Interaction in MLL Related Leukemias: Competition With Texas Red Labeled MLL-derived Mutant Peptide; hit rate 0.23% among 270,000; Potency, µM (titrated, usually from 61.6 µM), for the others: at the top dose FP activity change, negative = inhibition, usual class: inhibitors; AID 1768, 2009; Menin + Texas Red MLL mutant peptide, fluorescence polarization; O00255; active means well fitted inhibition curve with a large enough effect in the polarisation, with a control signal flat, not every such curve was filed as active; inconclusive means small, poorly fitted or top-dose-only effect, or effect the other way, or a change in a side signal; inactive means no such curve, though single readings can be large or run the other way; the % refers to the polarisation; further: potency means the concentration at half of the fitted maximal effect; % of control where 0% means no effect; many of its hits are not listed in these tables
Target sequence (O00255 whole entry, looked up): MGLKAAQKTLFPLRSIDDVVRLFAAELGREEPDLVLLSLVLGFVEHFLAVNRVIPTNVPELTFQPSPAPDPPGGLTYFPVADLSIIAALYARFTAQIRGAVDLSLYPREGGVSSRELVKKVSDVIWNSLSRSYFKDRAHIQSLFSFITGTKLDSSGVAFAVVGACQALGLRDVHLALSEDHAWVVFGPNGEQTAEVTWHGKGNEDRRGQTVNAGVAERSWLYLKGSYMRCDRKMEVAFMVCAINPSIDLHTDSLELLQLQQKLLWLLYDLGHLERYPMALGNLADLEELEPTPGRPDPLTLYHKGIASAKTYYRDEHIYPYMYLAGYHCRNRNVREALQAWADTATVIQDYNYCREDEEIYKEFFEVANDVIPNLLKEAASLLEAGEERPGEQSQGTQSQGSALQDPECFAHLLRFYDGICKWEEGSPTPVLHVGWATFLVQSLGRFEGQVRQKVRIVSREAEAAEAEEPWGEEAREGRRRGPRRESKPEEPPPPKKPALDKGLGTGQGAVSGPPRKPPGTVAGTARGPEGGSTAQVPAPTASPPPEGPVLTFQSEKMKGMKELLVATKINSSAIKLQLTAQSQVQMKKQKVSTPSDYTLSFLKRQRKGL
RORg inh – qHTS for inhibitors of ROR gamma transcriptional activity | Drosophila S2 Gal4-RORgamma UAS-luciferase reporter, 20 h | Potency, µM (top dose mostly 53.6 µM), inactives show at the top dose activity change, negative = inhibition, hits mostly inhibitors | Nuclear receptor ROR-gamma (Mus musculus), P51450 | hit rate 5.4% among 310,000; further: potency means the concentration at half of the fitted maximal effect; on the % scale 0 is the no-effect control and ±100 the full control effect; nearly all actives have a fitted effect of over 60% in size
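Luminescence from a UAS-regulated Photinus luciferase reporter in stably transfected Drosophila Schneider cells is measured; decreased signal marks ROR gamma inhibition. Fusion expression is induced by 700 uM copper sulfate for 20 hr.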
Rab9 prom act – qHTS Assay for Rab9 Promoter Activators; Huh7 Rab9 promoter-luciferase reporter, luminescence, 24 h; Potency, µM (highest dose often 9.22 µM), for the others: at the highest dose activation, negative = inhibition, actives largely listed as activators; hit rate 2.8% among 320,000; AID 485297, 2010; further: potency means the concentration at half of the fitted maximal effect; % of control where 0% means no effect; nearly all actives have a fitted effect of over 60% in size
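Promoter activation is measured as luciferase luminescence in Huh7 cells stably transfected with a Rab9 promoter–luciferase construct, following 24 h compound exposure at 37 °C and 10 min reagent incubation at ambient temperature.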
FLuc modulator – qHTS profiling assay for firefly luciferase inhibitor/activator using purifed enzyme and Km concentrations of substrates (counterscreen for miR-21 project); purified FLuc, Km substrates, luminescence inhibition; Potency, µM (doses to about 57.5 µM), inactives show at the highest dose activity change, negative = inhibition, most hits filed as inhibitors; hit rate 6.9% among 360,000; AID 588342, 2011;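 further: potency means the concentration at half of the fitted maximal effect; plate controls were vehicle for no effect and reference inhibitor for full effect; nearly all actives have a fitted effect of over 55% in size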
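Purified P. pyralis luciferase, 10 nM final, with Km-level 10 uM D-luciferin and 10 uM ATP in 50 mM Tris acetate pH 7.5, 10 mM Mg acetate, 0.01% Tween-20, 0.05% BSA; 6-point qHTS titration about 60 µM downward; luminescence read.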
BRCA1 expr up – qHTS Assay to Identify Small Molecule Activators of BRCA1 Expression. MCF7-BRCA1-FFLuc reporter, luminescence, 48 h; response scale: scaled: vehicle 0%, 10 µM genistein 100%. Potency, µM (top dose mostly 46.1 µM), without a hit: at the top dose activation, most hits filed as activators. hit rate 1.1% among 380,000; further: potency means the concentration at half of the fitted maximal effect; nearly all actives have a fitted effect of over 80% in size; some results filed as inactive show a strong effect at the top dose
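Reporter cells (MCF7, BRCA1 promoter-firefly luciferase) received library compounds across a concentration series for 48 h. End-point luminescence was measured and concentration-effect curves derived after normalization.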
An asterisk follows results filed as active; ? = inconclusive; . = not tested or not shown; [ ] = dose if it differs, or a comment. Unless noted, the call rests on the fitted dose curve; in most records, active means well fitted curve in the direction sought with a large enough effect; inconclusive means small, poorly fitted or top-dose-only effect, or another doubt; inactive means no such curve, though single readings can be large; an effect the other way counts as inactive or inconclusive. These rows are one share of the data, so the mix of outcomes need not match the whole.

SMILES	p53 reactivator	NPC1 prom act	Giardia killer	ELG1 genotoxic	PKM2 act	Gal4-VP16 FLuc	Menin-MLL TR inh	RORg inh	Rab9 prom act	FLuc modulator	BRCA1 expr up
CCn1c(SCc2ccccc2)nnc1-c1cccs1	8%	-2%	5	-3%	3%	1%	-2%	?	-2%	?	-29%
COc1ccc(CCNC(=O)C2CCN(S(=O)(=O)c3cccs3)CC2)cc1OC	1%	-6%	-23	0%	6%	2%	0%	?	14%	-2%	-7%
CCOC(=O)c1[nH]c2ccccc2c1NC(=O)c1ccc(Br)o1	20%	0%	-6	-6%	8%	0%	-24%	-8%	2%	2%	-66%
Cc1ccc([C@@H]2CC=C(C(=O)O)[C@H](c3ccccc3)N2S(=O)(=O)c2ccc(C)cc2)cc1	6%	-2%	?	0%	.	.	.	.	-4%	1%	-21%
O=C(c1ccc(-c2nnc(Nc3ccccc3)c3ccccc23)cc1)N1C[C@H]2C[C@H](C1)c1cccc(=O)n1C2	-7%	?	24	-2%	2%	4%	7%	20%	-5%	-1%	-25%
CC(C)(C)c1oc(C(=O)O)cc1CN1CCOCC1	1%	-3%	1	-2%	-7%	6%	.	8%	-4%	0%	0%
O=C1NC(=S)N/C1=C/c1cc2c(cc1[N+](=O)[O-])OCO2	3%	-10%	20	0%	.	-20%	?	6%	-1%	1%	-8%
COc1ccc(OC)c(-n2nnnc2SCC(=O)O)c1	-1%	-1%	23	0%	-4%	2%	-3%	-6%	1%	0%	4%
CCOc1ccc(NS(=O)(=O)c2ccc3[nH]cc(C(=O)N(CC)CC)c(=O)c3c2)cc1	?	0.45µM*	7	?	0%	-9%	?	20%	0.4µM*	2.7µM*	9%
O=C(CN1C(=O)/C(=C/c2ccccc2)SC1=S)NC1CCS(=O)(=O)C1 (centres undefined)	1%	-8%	-9	-1%	.	2%	.	6%	0%	-18%	-25%
Cc1ccc(OCC(=O)N2CCN(c3nnc(-c4ccccc4)c4ccccc34)CC2)cc1	-5%	1%	-5	-22%	1%	-8%	-6%	0%	-4%	?	-51%
COc1cc(/C=C2\SC(=S)N(CCC(=O)Nc3cccc(O)c3)C2=O)cc(OC)c1OC	.	1%	18	-14%	7%	?	?	28%	4%	-11%	-24%
Cc1cc(C)n2nc(SC(C)C(=O)N3CCCC3)nc2n1 (centres undefined)	-1%	-1%	-4	1%	.	.	.	.	-2%	1%	-2%
O=C(COC(=O)/C(=C/c1cccs1)c1cccs1)NCc1ccccc1Cl	-9%	0%	-5	-2%	5%	0.63µM*	5%	?	3%	2%	12%
CN(CC(=O)Nc1ccc(F)c(F)c1F)C(=O)C1=NN(c2ccccc2)C(=O)CC1	14%	0%	11	1%	.	.	.	.	0%	1%	-4%
O=C(c1cc(N2C(=O)C3C4CCC(C4)C3C2=O)ccc1Cl)N1CCN(c2ccccc2F)CC1 (centres undefined)	-2%	-2%	-19	-7%	-1%	1%	-15%	?	1%	1%	-32%
COc1ccc(S(=O)(=O)N2CCCCC2)cc1NC(=O)CCOc1cc(C)ccc1C	-8%	-1%	-6	-2%	.	.	.	.	3%	.	5%
Cc1cccc(Nc2n[nH]c(C)c2[N+](=O)[O-])c1	?	2.5µM*	37[activator]	5.8µM*	0%	?	-3%	10%	3.2µM*	15µM*	28%
Cc1ccc(NC(=O)CSc2nnc(CNC(=O)c3ccco3)n2C)c(C)c1	8%	-1%	11	-1%	.	.	.	.	0%	12%	25%
O=C(Nc1ccccn1)C1CCN(c2ncnc3c2nc2n3CCCCC2)CC1	10%	-3%	-22	-6%	-5%[0.46 µM]	-5%	?	-43%	-2%	-2%	26%
O=C(Nc1cccc([N+](=O)[O-])c1)c1ccc(-c2ccccc2)cc1	10%	12%	-4	5%	0%	?	-12%	1%	26%	-16%	5%
O=C(Cc1c(F)cccc1Cl)OCN1C(=O)c2ccccc2C1=O	8%	4%	5	0%	17%	-3%	?	0%	7%	?	1%
Cc1ccc(CSc2nnc(-c3ccc(S(=O)(=O)N4CCCC4)cc3)o2)cc1	-2%	-4%	10	-1%	-1%	-11%	6%	2%	-2%	1%	-8%
O=C(c1cccc(C(F)(F)F)c1)N1CCOc2ccccc21	-2%	-1%	-29	-3%	.	10%	-21%	6%	-3%	-3%	20%
O=C(OCn1nnc2ccccc2c1=O)c1cccs1	0%	-2%	-17	1%	-6%	-8%	-4%	-9%	-4%	-2%	2%

Going on with the list.
SMILES	p53 reactivator	NPC1 prom act	Giardia killer	ELG1 genotoxic	PKM2 act	Gal4-VP16 FLuc	Menin-MLL TR inh	RORg inh	Rab9 prom act	FLuc modulator	BRCA1 expr up
Cc1oc2c(C)c3oc(=O)c(CCC(=O)NCCN4CCOCC4)c(C)c3cc2c1C	.	-2%	19	5%	0%	-15%	?	-17%	-2%	5%	5%
O=C(Nc1nnc(COc2ccc(Cl)cc2)s1)c1ccc([N+](=O)[O-])cc1	3%	2%	0	2%	0%	-7%	19%	6%	-3%	0%	-18%
O=C(NCCCn1ccnc1)c1ccc(Cl)c(Cl)c1	-17%	0%	20	2%	-4%[11.5 µM]	0%	-3%	-1%	2%	2%	-14%
O=C(NCCCN1CCCC1=O)c1ccccc1NS(=O)(=O)c1ccc(F)cc1	3%	0%	17	1%	-3%	4%	0%	31%	0%	-6%	0%
CCOc1cc(CNCCc2ccc(S(N)(=O)=O)cc2)ccc1OCC(=O)NC1CCCCC1	4%	0%	-23	5%	-1%	4%	-13%	1%	-3%	-16%	-4%
CCOc1ccccc1NC(=O)Nc1ccccn1	0%	14%	-5	-2%	-2%	-12%	.	4%	1%	-19%	-18%
CCCNC(=O)c1nc(C)n(-c2ccc([N+](=O)[O-])cc2)n1	4%	5%	5	-1%	-2%	8%	-18%	2%	-1%	1%	15%
COc1ccc(S(=O)(=O)N2CCCCC2)cc1Br	11%	-3%	-3	8%	-6%	14%	-14%	-1%	9%	2%	-26%
CC(Sc1nc2ccccc2s1)C(=O)Nc1ccc2c(c1)OCO2 (centres undefined)	-1%	1%	-4	1%	6%	-7%	30%	-6%	-6%	?	-19%
O=C(CN1CCN(CC(=O)Nc2cccc(F)c2)CC1)Nc1ccc(-c2ccccc2)cc1	0%	-2%	-3	-4%	2%	2%	-29%	3%	0%	-1%	-19%
O=C(CN(Cc1ccccc1F)S(=O)(=O)c1ccc(Cl)cc1)NCCC1=CCCCC1	6%	-2%	20	-2%	-1%	-7%	-6%	21%	0%	1%	-43%
Cc1ccc(OCc2cc(C(=O)N(C)CCc3ccccn3)no2)cn1	0%	-2%	-8	-3%	.	6%	.	38%	-2%	1%	-13%
CCC(C)NC(=O)C1CCN(S(=O)(=O)c2ccc3c(c2)CC(C)N3C(C)=O)CC1 (centres undefined)	.	-4%	3	2%	-1%	1%	9%	12%	6%	-1%	1%
CN(C)S(=O)(=O)c1ccc(Cl)c(C(=O)NC2=NCCS2)c1	-2%	-1%	-4	1%	.	18%	-8%	17%	-7%	0%	7%
CCOC(=O)c1c(NC(=O)CCN2CCOCC2)sc(C)c1-c1ccccc1	1%	-1%	1	-11%	12%	-8%	?	27%	-8%	2%	-3%
O=C(NS(=O)(=O)c1ccccc1)c1cccc(Br)c1	12%	-3%	1	10%	-3%	-11%	.	-42%	4%	1%	-6%
COc1ccc2oc(C(=O)OCC(=O)Nc3ccc(OC)c(S(N)(=O)=O)c3)c(C)c2c1	-2%	2%	-3	21%	.	.	.	.	2%	?	17%
CSc1nc(=S)c2[nH]c(=S)[nH]c2[nH]1	5%	0%	-18	-2%	-50%	4%	?	6%	-3%	?	-3%
Cc1cnc(NC(=O)c2ccc3c(c2)C(=O)N(Cc2cccnc2)C3=O)s1	22%	3%	-1	4%	0%	-6%	-1%	3%	2%	1.7µM*	-1%
COCCn1c(=O)[nH]c2cc(C(=O)NCCc3ccc(S(N)(=O)=O)cc3)ccc2c1=O	1%	-4%	6	0%	-2%	3%	-9%	23%	-1%	0%	-2%
O=C(C=C1CCN(c2ncc(C(F)(F)F)cc2Cl)CC1)NNC(=O)Nc1ccc(Cl)cc1	15%	-7%	14	-4%	5%	2%	0%	23%	-2%	2%	5%
CCN(CC)C(=O)c1ccc(COc2ccccc2Cl)cc1	5%	4%	40[activator]	?	5%	-17%	?	24%	0%	?	67%

Assay outcomes deposited in PubChem BioAssay by National Center for Advancing Translational Sciences (NCATS).
